Screening results deposited in PubChem by Sanford-Burnham Center for Chemical Genomics.
Mdm2-MdmX inh = human Mdm2/MdmX binding inhibition; actives 3% (n = 330,000); SaOS-2 split-luciferase Mdm2/MdmX complementation, luminescence; inhibition, % at 8 µM; AID 485346;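 active means inhibition of at least 50% at 8 µM in the primary screen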
Target sequence (O15151 whole entry, looked up): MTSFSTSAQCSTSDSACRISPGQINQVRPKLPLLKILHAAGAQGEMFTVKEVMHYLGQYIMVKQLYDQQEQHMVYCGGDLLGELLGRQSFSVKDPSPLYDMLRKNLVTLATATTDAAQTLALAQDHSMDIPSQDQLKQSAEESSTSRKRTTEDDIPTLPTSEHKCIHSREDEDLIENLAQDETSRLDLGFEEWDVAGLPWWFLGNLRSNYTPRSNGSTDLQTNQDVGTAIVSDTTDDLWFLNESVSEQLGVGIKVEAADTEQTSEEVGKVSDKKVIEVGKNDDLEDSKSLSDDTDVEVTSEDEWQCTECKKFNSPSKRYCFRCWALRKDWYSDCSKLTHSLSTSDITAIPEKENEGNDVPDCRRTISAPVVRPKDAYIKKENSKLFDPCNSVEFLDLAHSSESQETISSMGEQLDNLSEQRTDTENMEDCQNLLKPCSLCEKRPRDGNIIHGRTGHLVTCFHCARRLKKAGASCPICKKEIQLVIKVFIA
Target sequence (Q00987 whole entry, looked up): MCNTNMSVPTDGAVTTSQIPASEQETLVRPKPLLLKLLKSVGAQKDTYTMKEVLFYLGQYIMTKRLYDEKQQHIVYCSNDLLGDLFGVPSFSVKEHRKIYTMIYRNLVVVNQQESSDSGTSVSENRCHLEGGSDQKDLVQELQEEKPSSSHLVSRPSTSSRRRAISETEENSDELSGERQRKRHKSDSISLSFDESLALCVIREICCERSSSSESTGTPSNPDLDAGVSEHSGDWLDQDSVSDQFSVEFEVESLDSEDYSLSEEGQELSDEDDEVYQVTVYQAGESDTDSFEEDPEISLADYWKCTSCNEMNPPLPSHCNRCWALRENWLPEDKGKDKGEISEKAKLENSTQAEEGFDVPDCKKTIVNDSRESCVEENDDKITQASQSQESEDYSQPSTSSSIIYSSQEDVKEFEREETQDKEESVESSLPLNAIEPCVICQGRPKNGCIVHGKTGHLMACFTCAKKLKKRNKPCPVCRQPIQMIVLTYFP
697 NFkB inh = inhibitors of the PMA/ionomycin-induced NF-kB reporter in 697 B cells; actives 0.33% (n = 330,000); inhibition, % at 4 µM; 697 B-cell NF-kB luciferase reporter, 16 h; in the data active means inhibition above about 35%
UPR XBP1 act = adaptive UPR (XBP1) activation; CHO-XBP1 luciferase reporter, IRE1-XBP1 UPR activation, luminescence; percent of tunicamycin response, DMSO as zero; activation, % at 20 µM; actives 0.33% (n = 330,000); AID 463104;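 active means versus positive control, 20 µM dose yields 30% or more activation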;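 further: 100% = tunicamycin at 10 µg/mL and 0% = DMSO only wells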
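Material – CHO cell line with stable XBP1 luciferase reporter · Buffer or medium – F12 plus 10% FBS · Compound – single point, 20 µM final compound, 1% DMSO · Schedule – 16-18 h cell attachment at 37 °C, then 6 h compound exposure · Signal – Steady-Glo luminescence read · Benchmarks – high control tunicamycin 10 µg/mL final, low control DMSO vehicle only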
tim23-1 inh = tim23-1 yeast growth inhibition; actives 1.3% (n = 330,000); inhibition, % at 20 µM; AID 463212; S. cerevisiae tim23-1 growth, BacTiter-Glo luminescence, 24 h;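 active means growth inhibition of the mutant yeast at or above 50%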;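 further: temperature-sensitive mutant grown at 25 °C; plate controls were DMSO-treated mutant yeast for no effect and medium wells lacking yeast for full effect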
Jurkat NFkB inh = inhibitors of the PMA/ionomycin-induced NF-kB reporter in Jurkat cells; PMA/ionomycin-induced NF-kB luciferase reporter, luminescence; inhibition, % at 4 µM; actives 0.53% (n = 330,000); in the data active means inhibition above about 50%
APJ antag = APJ receptor antagonism. CHO-K1 APJ beta-arrestin complementation, luminescence. P35414. inhibition, % at 20 µM. AID 2521. actives 0.32% (n = 330,000);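 active means inhibition above about 40% at 20 µM, limit read from the data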;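 further: cells challenged with 10 nM apelin-13 agonist together with compound; plate controls were apelin-13 plus DMSO wells for no effect and DMSO wells lacking apelin-13 for full effect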
APJ ag = activates the human apelin receptor APJ; P35414; CHO-K1 APJ PathHunter beta-arrestin, luminescence; 0% DMSO wells, 100% apelin; activation, % at 20 µM; actives 0.11% (n = 330,000); AID 2520;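 active means activation more than six SD over the plate average, tested at 20 µM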;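 further: 0% = DMSO alone and 100% = apelin-13 at 10 nM; some results filed as inactive read as strong as hits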
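Incubation: overnight seeding, 90 min compound at 25 °C, 1 h detection; test system: PathHunter CHO-K1 APJ (AGTRL-1) beta-arrestin reporter cells; amount: 1000 cells/well; doses: one dose, 20 µM compound, 1% DMSO; measured by: beta-gal luminescence; measure: agonist-driven arrestin binding to APJ; benchmarks: negative DMSO alone, positive Apelin-13 at 10 nM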
UPR CHOP act = apoptotic UPR (CHOP) activation | CHO-CHOP luciferase reporter, luminescence; percent of tunicamycin response over DMSO baseline | activation, % at 10 µM | actives 0.34% (n = 330,000) | AID 449763;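 active means at 10 µM dose, activation of 40% or more, normalized to positive control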;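 further: 100% = tunicamycin at 10 µg/mL and 0% = DMSO alone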
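measured by = luciferase luminescence | assay system = CHO-CHOP cells, stable luciferase reporter of PERK-eIF2a-CHOP signalling | amount = 500 reporter cells seeded per well | timing = 6 h compound exposure at 37 °C after overnight seeding | controls = positive tunicamycin 10 µg/mL, negative DMSO alone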
* = called active by the depositor; · = no result given.

Fields – Mdm2-MdmX inh	697 NFkB inh	UPR XBP1 act	tim23-1 inh	Jurkat NFkB inh	APJ antag	APJ ag	UPR CHOP act
- O=C(N/N=C/c1cccnc1)c1ccc(NC(=O)c2ccccc2Cl)cc1
    13	-15	1	-6	-28	-12	1	1.0
- Cc1ccc2[nH]c(C(=O)O)c(NC(=O)CN3CCN(c4cccc(C)c4C)CC3)c2c1
    4	-12	-3	14	-4	13	-2	0.0
- CC(C)N1CCc2c(sc(NC(=O)Cc3ccccc3)c2C(N)=O)C1
    22	-12	3	-1	0	5	6	0.0
- CC(=O)c1c(C)[nH]c(C(=O)NCc2ccc(C)cc2)c1C
    18	-5	-2	3	2	3	-4	-0.6
- CCc1c(C(=O)N/N=C/c2ccco2)nnn1-c1nonc1N
    2	24	2	-14	12	4	-3	3.5
- CC(=O)N1c2ccc(S(=O)(=O)N3CCC(C(=O)NC4CCCCC4)CC3)cc2CC1C (stereo not drawn)
    24	-10	-1	-10	5	14	1	-0.3
- CCOC(=O)N1CCC(NC(=O)CN(c2ccc(C(C)C)cc2)S(=O)(=O)c2c(C)nn(C)c2C)CC1
    15	19	-1	12	-1	-5	-3	3.0
- CCCC(=O)Nc1ccc(C2C(=O)c3ccccc3C2=O)cc1
    -16	-54	-6	20	-9	31	-2	-4.3
- COc1ccc(S(=O)(=O)N2CCCOC2CNC(=O)C(=O)NCCCN2CCOCC2)cc1 (stereo not drawn)
    12	-12	-3	-13	1	8	-2	0.3
- COc1cc(NC(=O)Cn2cnc3sc(C)c(S(=O)(=O)N4CCOCC4)c3c2=O)cc(OC)c1OC
    27	-2	-2	10	-5	2	-5	-0.1
- CCOc1ccc(N2C(=O)/C(=C/c3ccccc3)N=C2SC)cc1
    -18	-71	3	-6	-70	-8	1	6.8
- COc1ccc(/C(O)=C2/C(=O)C(=O)N(Cc3cccnc3)C2c2ccccn2)cc1 (stereo not drawn)
    35	5	0	9	-1	7	6	1.1
- COC(=O)c1ccc(S(=O)(=O)N2CCCN(Cc3ccccc3)CC2)n1C
    -8	-13	2	13	4	-10	3	-0.1
- N/C(=N\OC(=O)N1CCOCC1)c1ccc(Br)cc1
    100*	-8	0	37	-8	2	0	0.5
- OCCc1c[nH]c2ccc(C(F)(F)F)cc12
    7	12	-1	5	6	-16	6	-1.5
- COc1cccc(NS(=O)(=O)c2cc3c(cc2C)N(C(C)=O)CCO3)c1
    -14	14	-2	11	-8	16	-2	1.5
- COc1ccccc1NC(=O)c1ccccc1Nc1ccccc1
    11	-21	4	35	-27	-1	-5	0.2
- CCCCc1nc2sc3c(=O)[nH]cnc3c2c2c1CCCC2
    43	17	1	18	8	2	-1	-0.9
- COc1ccc(-c2noc(CCC(=O)N3CCN(c4ccccc4Br)CC3)n2)cc1
    3	-9	1	35	·	·	·	0.5
- CCOc1ccc(NC(=O)CC2C(=O)N(c3cccc(OC)c3)C(=O)N2C(C)C)cc1 (stereo not drawn)
    -40	-3	1	-13	5	11	-3	-0.4
- O=C(/C(=C/c1ccc(Cl)cc1)c1nc2ccccc2[nH]1)c1cccs1
    81*	-137	-5	51*	40	21	-1	87*
- O=C(CCS(=O)(=O)c1ccc(F)cc1)Nc1nnc(-c2cccs2)o1
    44	1	-3	29	4	15	-3	-1.0
- Cc1ccc(C)c(S(=O)(=O)NCC(c2ccc3c(c2)OCO3)N2CCOCC2)c1 (stereo not drawn)
    -2	-3	0	-6	-5	15	-4	-0.5
- CCOc1cc(Cl)c(S(=O)(=O)NCCCn2ccnc2)cc1Cl
    9	-46	-6	-9	6	-17	-2	-0.6
- Cc1cc(Cc2cc(C)c(N)cc2C)c(C)cc1N
    -7	21	-2	20	4	-8	-1	-0.4
- NC(=O)c1nc(-c2ccccc2)c(-c2ccccc2)[nH]c1=O
    12	27	1	10	-4	18	-4	-0.5
- COc1cccc(C2C(C#N)=C(N)Oc3cc(C)n(Cc4ccccn4)c(=O)c32)c1OC (stereo not drawn)
    -8	-20	0	16	-15	0	3	-3.9
- COc1ccc(C(=O)O/N=C(\N)c2ccc(OC)c(OC)c2)cc1
    86*	-107	1	53*	-109	-29	9	3.2
- COc1ccccc1Oc1cn[nH]c1-c1ccc(O)cc1O
    26	4	3	6	5	-12	-2	-0.4
- Cc1ccc(S(=O)(=O)NC2=NCN(CCOC(=O)c3ccc([N+](=O)[O-])cc3)CN2)cc1
    22	33	-4	16	7	-42	7	-0.5
- Cc1ccc(NC(=O)Cn2ccc([N+](=O)[O-])n2)cc1C
    13	6	2	32	-7	5	-2	1.5
- O=C(COC(=O)c1cc(=O)[nH]c2ccccc12)NC1CCCCC1
    8	-13	3	16	0	-1	1	-1.6
- CC(=O)c1cc2c(cc1NS(=O)(=O)c1ccc(C)cc1)OCO2
    14	16	1	3	4	13	-6	-1.7
- CC(C)(C)c1ccc(C(=O)NNC(=O)c2cccc(Br)c2)cc1
    33	-24	11	3	-29	-27	0	0.6
- Cn1nc(NC(=O)CC(C)(C)CC(=O)O)c2ccccc21
    -8	20	-1	18	-7	-28	-1	-0.3
- NC(=O)c1nsc(C(=O)N(c2ccc(F)cc2)C(C(=O)NCC2CCCO2)c2c[nH]c3ccccc23)c1N (stereo not drawn)
    6	9	1	17	-6	6	-2	0.6
- CN1CCN(C2=C(Cl)C(=O)N(c3cccc(Cl)c3)C2=O)CC1
    -1	-6	-2	17	-16	16	1	-1.6
- CCOC(=O)c1c(C)oc2c1c(C(c1cccnc1)N1CCCCC1)c(O)c1ccccc12 (stereo not drawn)
    -61	-11	11	50*	-82	3	2	114*
- c1csc(CSc2nc3ccccc3s2)c1
    -62	-110	2	17	-97	20	-4	2.7
- COC(=O)NN=C1CCC(c2ccccc2)CC1 (stereo not drawn)
    13	-5	1	-3	-7	15	-6	1.2
- O=C(c1cc(F)c(F)cc1Cl)N1CCCCC1
    12	-24	-1	6	-12	-1	4	1.7
- COc1cccc(OC)c1C(=O)Nc1ccc2c(c1)N(S(=O)(=O)c1cccs1)CCC2
    -2	1	0	15	-2	24	-5	-0.5
- Cc1c(NS(=O)(=O)c2cccc(C(=O)NCc3ccccc3Cl)c2)c(=O)n(-c2ccccc2)n1C
    -3	9	-1	-8	11	12	-3	0.2
- CCC(=O)Nc1cccc(-c2cc3ccccc3oc2=O)c1
    14	-13	-1	20	-7	6	0	3.6
- CCNC(=O)CP(=O)(c1ccccc1)c1ccccc1
    2	1	-5	-6	-17	3	-2	0.9
- NC(=O)c1nsc(C(=O)N(CC(=O)NCc2ccc3c(c2)OCO3)C2CCCC2)c1N
    12	-11	0	5	-10	-4	-2	0.5
- CCS(=O)c1scc(-c2ccc(Cl)cc2)c1C#N (stereo not drawn)
    8	-18	-1	-25	-28	-7	7	2.0
- O=C(N/N=C/c1cccc([N+](=O)[O-])c1)C1CC(=O)N(c2ccc(Br)cc2)C1 (stereo not drawn)
    28	35	-2	20	8	-4	-3	-0.4
- Cc1cc(CNC(=O)CC2C(=O)NCCN2CC(c2ccccc2)c2ccccc2)on1 (stereo not drawn)
    -13	12	-2	29	-5	-10	-4	1.5
- COc1ccc(C(=O)Nc2cccc(C(=O)N3CCCCC3)c2)cc1
    9	-3	-4	13	-14	-17	1	1.4

The listing continues:
Fields – Mdm2-MdmX inh	697 NFkB inh	UPR XBP1 act	tim23-1 inh	Jurkat NFkB inh	APJ antag	APJ ag	UPR CHOP act
- COc1ccccc1N(CC(=O)NC1CCCCC1C)S(=O)(=O)c1cccs1 (stereo not drawn)
    2	-18	-4	31	-9	3	-8	-1.4
- CCCCCCCOc1ccc(OC(=O)c2cccnc2)cc1
    26	-139	9	13	85*	4	0	0.9
- CCC1(c2ccccc2)NC(=O)N(CC(=O)Nc2ccc(N3CCCC3)cc2C)C1=O (stereo not drawn)
    -4	-20	-3	-3	-3	7	-3	-0.7
- O=C(c1cc2ccccc2cc1O)N1CCN(c2ccc([N+](=O)[O-])cc2)CC1
    1	12	-3	2	21	8	9	2.5
- COc1ccc(OC)c(S(=O)(=O)N2CCN(CC(O)COc3ccccc3)CC2)c1 (stereo not drawn)
    22	11	2	9	-2	16	-3	0.4
- COc1ccc(CNC(=O)C(c2ccccc2F)N(C(=O)c2csnn2)C2CC2)cc1 (stereo not drawn)
    14	-5	7	18	-8	5	-5	2.9
- CCN(CC)P(=O)(Nc1ccc(C)cc1Br)c1ccc(N(C)C)cc1NC(=O)c1ccco1 (stereo not drawn)
    15	15	-5	32	-5	-4	-2	4.3
- O=C(NCc1ccccn1)c1cc2n(n1)C(C(F)(F)F)CC(c1ccco1)N2 (stereo not drawn)
    11	-28	0	-5	-17	8	-3	-1.9
- COc1cccc(-c2nc(CS(=O)(=O)CC(=O)NC3CCCCC3C)c(C)o2)c1 (stereo not drawn)
    -18	-51	0	33	-12	-20	-3	2.3
- C[C@@H]1C(=O)O[C@H]2[C@H](O)[C@@]34[C@H]5C[C@@H](C(C)(C)C)[C@]36[C@@H](OC(=O)[C@@H]6O)O[C@@]4(C(=O)O5)[C@@]12O
    7	4	-3	4	-8	-4	-2	-0.1
- CCOc1ccccc1NC(=O)NC(C)c1ccc2c(c1)OCO2 (stereo not drawn)
    -3	-3	-4	12	4	-1	7	-1.4
- Nc1nnc(CCC2CCCCC2)s1
    -10	-12	1	2	3	5	0	-2.3
- CCOc1cc(C(C(=O)NCC2CCCO2)N(C(=O)Cn2nnc3ccccc32)c2cccc(OC)c2)ccc1O (stereo not drawn)
    16	14	-3	18	-4	10	-2	0.9
- CN1CCN(NC(=O)Nc2ccc([N+](=O)[O-])cc2)CC1
    1	-1	-5	12	11	9	-5	3.1
- COc1ccc(S(=O)(=O)NCC2CCCO2)cc1C(=O)O (stereo not drawn)
    -16	-3	-3	-4	-12	13	0	0.0
- CC(C(=O)NC1CCCc2ccccc21)N1C(=O)C2CCCCC2C1=O (stereo not drawn)
    4	-12	1	18	1	-31	-3	-0.9
- Cc1ccc(C)c(OCC(=O)Nc2ccc(C(=O)O)cc2NC(=O)COc2cc(C)ccc2C)c1
    27	-46	-5	16	-9	7	9	1.1
- O=C(NC(=S)Nc1cc(Cl)ccc1O)c1cccc(Br)c1
    43	-7	7	31	-9	28	-8	2.5
- CN(C)c1ccc(CNc2ncn[nH]2)cc1
    -1	8	3	-4	-16	9	-3	-0.8

Profiles as entered above. Values in the order: Mdm2-MdmX inh, 697 NFkB inh, UPR XBP1 act, tim23-1 inh, Jurkat NFkB inh, APJ antag, APJ ag, UPR CHOP act
`Cc1ccc(C)c(OCC(=O)Nc2ccc(C(=O)O)cc2NC(=O)COc2cc(C)ccc2C)c1` is listed with 27, -46, -5, 16, -9, 7, 9, 1.1
`O=C(NC(=S)Nc1cc(Cl)ccc1O)c1cccc(Br)c1` is listed with 43, -7, 7, 31, -9, 28, -8, 2.5
`CCOc1ccccc1NC(=O)NC(C)c1ccc2c(c1)OCO2` (stereo not drawn) is listed with -3, -3, -4, 12, 4, -1, 7, -1.4
`CN(C)c1ccc(CNc2ncn[nH]2)cc1` is listed with -1, 8, 3, -4, -16, 9, -3, -0.8
`Nc1nnc(CCC2CCCCC2)s1` is listed with -10, -12, 1, 2, 3, 5, 0, -2.3
